# Source: PubChem BioAssay (Vanderbilt High Throughput Screening Facility)
# Cav3 T inh: Cav3.2 calcium influx blockers – cell-based, Fluo-4 calcium fluorescence, FDSS, MLSMR library, primary screen. Cav3.2-expressing cells; stronger effect = lower value. AID 449739, 2010. 100,000 tested, 4% active. B-score at 10 µM;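 active means single-dose well whose peak fluorescence ratio is a statistical outlier from its plate by either plate-standardised score or position-corrected B-score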
# * = called active by the depositor.
SMILES,Cav3 T inh
CC(C)C(C(=O)NC(C)(C)C)N1C(=O)c2ccccc2C1=O (stereo unspecified),-0.45
COc1ccccc1C(=O)OCc1c(F)cccc1Cl,-1.9*
O=C(CCNc1n[nH]c(=O)[nH]c1=O)N1CCCCC1,0.013
O=C(Nc1ccc2c(c1)CCC2)C1CCCN(c2ncccn2)C1 (stereo unspecified),-1.7
CCCS(=O)(=O)N1CCC(C(=O)NCc2ccco2)CC1,1
CCCCCNC(=O)CCn1c(=O)oc2ccccc21,0.13
CC(=O)Nc1nnc(Cc2ccccc2)s1,-0.27
CCOC(=O)c1ccc(S(=O)(=O)Nc2ccccc2-c2nnn(CC)n2)cc1,-1.5
O=C1/C(=C/c2ccc(O)c(O)c2)Oc2cc(O)ccc21,-0.5
CC(C)n1nnnc1SCC(=O)N1CCN(C(=O)c2ccco2)CC1,0.16
N=C1C(c2nc3ccccc3s2)=C(O)CN1CCCO,1.4
Cc1ccccc1Cc1c(C)nc2c(C(=O)N3CCN(Cc4ccc5c(c4)OCO5)CC3)cnn2c1C,-4.7
Cc1cccc(-c2nnc3n2N=C(c2ccccc2Br)CS3)c1,-2.7
COc1cccc(NC(=O)COC(=O)c2cc(S(=O)(=O)N3CCOCC3)ccc2C)c1,-0.41
Cc1nnc(SCC(=O)NCC2CCCCC2)n(N)c1=O,0.21
NC(N)=NS(=O)(=O)c1ccc(N)cc1,0.13
O=C(c1cc2c(s1)CCCC2)N1CCN(Cc2ccc3c(c2)OCO3)CC1,-3.9*
CCOc1c(Cl)cc(/C=N/O)cc1OC,0.44
O=C(COc1ccc(-c2nnc(N3CCCCC3)c3ccccc23)cc1)N1CCCCC1,-3.5
CCOC(=O)/C(C#N)=C/c1cc2ccccc2nc1Cl,-0.63
CC(C)(C)Sc1nc(O)cc(=O)[nH]1,0.35
O=C(CCC1CCCC1)N1CCN(C2CCCC2)CC1,0.61
COc1ccc(COC(=O)NNC(=O)c2ccc(OC)cc2)cc1,-0.0031
CCCCOc1ccc(-c2nnn(C(C)(C)C(=O)OC)n2)cc1,-0.37
COCc1nnc(NC(=O)c2ccc(S(=O)(=O)N(C)C3CCCCC3)cc2)o1,-0.37
# Other entries
SMILES,Cav3 T inh
CCC/S(CC1CC1(Cl)Cl)=N\S(=O)(=O)c1ccc(C)cc1 (stereo unspecified),1
C=CCNC(=O)C1CC(=O)N(c2ccc(C)cc2)C1 (stereo unspecified),0.18
COc1ccc(OC)c(S(=O)(=O)N2CCC(C(=O)N3CCc4ccccc4C3)CC2)c1,-2.4
CCOC(=O)CCc1c(C)c(C#N)c2[nH]c3ccccc3n2c1=O,0.036
CCOc1ccccc1C1N(c2ccc(F)cc2)C(=O)C2CCCN21 (stereo unspecified),-0.63
COc1ccc(NC(=O)c2nc(C)c(C3(C)CC(c4ccccc4)=NO3)s2)cc1 (stereo unspecified),-1.2
O=C(Nc1ccccc1)N(O)c1ccc(Cl)cc1,-0.19
CC(C)(C)C1=Nn2c(nnc2-c2n[nH]c3c2CCC3)SC1,-0.32
CC1(C)CC(=O)C(C=NCc2ccccn2)=C(O)C1,-1.7
CCOC(=O)c1cccc(NC(=O)CNC(=O)C2CCCCC2)c1,0.32
O=C(Nc1c(C(=O)N2CCCCC2)cnn1-c1ccccc1)c1ccccc1,0.63
CC1CC(=O)N(CC(=O)Nc2ccc3c(c2)OCO3)c2ccccc2S1 (stereo unspecified),0.013
N#Cc1nc(-c2ccccc2)oc1NCc1ccco1,-2.7
COc1ccc(-n2c(C)cc(C(=O)COC(=O)Cn3cnc4ccccc43)c2C)cc1,-2.2
Cc1cc(C)c2cc3c(N)c(C(=O)N4CCc5ccccc5C4)sc3nc2c1,0.25
CCOc1ccc(C(=O)N2CCCC2)cc1,0.048
CCc1nc(SCC(=O)Nc2nc3c(s2)CCCC3)c2ccccc2n1,-1.6
CN1CC(c2ccccn2)C2(SC(=S)N(Cc3ccccc3)C2=O)C12C(=O)Nc1ccccc12 (stereo unspecified),-4.8*
CC(=O)Nc1ccc(N(C)C)cc1[N+](=O)[O-],0.026
CN1CCN(Cc2ccc(OCc3ccccc3)cc2)CC1,0.98
COc1cc2[nH]c(=S)n(CCCN3CCOCC3)c(=O)c2cc1OC,1
COc1ccccc1N1CCN(Cc2cccc(OC)c2OC)CC1,-1
Cn1c(=O)c(C(=O)CCl)c(N)n(Cc2ccccc2)c1=O,1.6
Cc1cccc(CCNS(=O)(=O)c2ccc3c(c2)n(C)c(=O)c(=O)n3C)c1,-0.14
CCCC(NS(=O)(=O)c1ccc(C)cc1)C(=O)O (stereo unspecified),-0.59

# Structures listed above that bear a hit mark in Cav3 T inh.
SMILES,Cav3 T inh
COc1ccccc1C(=O)OCc1c(F)cccc1Cl,-1.9*
O=C(c1cc2c(s1)CCCC2)N1CCN(Cc2ccc3c(c2)OCO3)CC1,-3.9*
CN1CC(c2ccccn2)C2(SC(=S)N(Cc3ccccc3)C2=O)C12C(=O)Nc1ccccc12 (stereo unspecified),-4.8*

# Other records:
SMILES,Cav3 T inh
COc1cc(C(=O)N2CCN(C(=O)COc3ccc4ccccc4c3)CC2)cc(OC)c1OC,2.5
c1ccc(Cc2nc(-c3ccccn3)no2)cc1,0.79
CCOc1ccc(-c2nnn(CC(=O)NCc3ccc4c(c3)OCO4)n2)cc1,-1
COC(=O)CN1C(=O)C(O)(CC(=O)c2ccc(Cl)cc2)c2ccccc21 (stereo unspecified),-0.51
CCC1SC2=NCCN2C1(O)c1ccc(Cl)cc1 (stereo unspecified),1.5
O=C(O)c1ccc(NC(=O)C2C3CCC(C3)C2C(=O)O)cc1 (stereo unspecified),1.8
C[C@]1(C(=O)NCCN2CCOCC2)C=C[C@@H](Cc2ccccc2)N1C(=O)c1ccccc1,1.5
COc1cc2c(cc1OC)C1C/C(=N\O)C(CC(C)C)CN1CC2 (stereo unspecified),0.17
Cc1ccc2cc(CN(Cc3ccco3)C(=O)NC3CCCCC3)c(=O)[nH]c2c1C,-4.4*
Oc1ccc(/C=N/Nc2cccc3cccnc23)c(O)c1,-0.0048
O=C1CC(c2ccccc2)n2nc(NC(=O)C3CCCO3)nc2N1 (stereo unspecified),-0.62
c1ccc2c(c1)nc1sccn12,1.3
O=C(Nc1ccc2c(c1)nc1n2CCSC1)c1ccccc1,1.3
C=C(C)c1cccc(C(C)(C)NC(=O)N2CCCC(C(N)=O)C2)c1 (stereo unspecified),-0.12
CCOC(=O)C1CCN(C(=O)COC(=O)COc2ccccc2OC)CC1,0.021
O=c1cc(CSc2nnc(-c3ccccc3)o2)c2ccccc2[nH]1,0.4
c1ccc(-c2ccc3sccc3n2)cc1,0.67
Cc1ccc2nc(C3CCCN(C(=O)NCc4ccccc4)C3)[nH]c2c1 (stereo unspecified),0.32
N#Cc1cccc(CSc2nnc(CCCO)n2-c2ccccc2)c1,0.2
CCOC(=O)CSc1nnc(CNC(=O)c2ccc(OC)c(OC)c2)n1C,-0.17
Cc1cc(-c2ccccc2N)n[nH]1,0.17
Cc1ccc(C)c(OCC(=O)Nc2cccc(C(=O)O)c2)c1C,-0.0017
CC(C)(C)N(C(=O)Cn1nnc(-c2ccc(F)cc2)n1)C(C(=O)NC1CCCC1)c1ccncc1 (stereo unspecified),0.18
Cc1cc(=O)oc2cc(OCC(=O)NCCc3nc4ccccc4[nH]3)ccc12,-2.2
COC(=O)c1cn(Nc2ncc(C(F)(F)F)cc2Cl)c(=O)c2ccccc12,-1.3
# New compounds follow
SMILES,Cav3 T inh
COC(=O)c1[nH]c2cc(OC)ccc2c1NC(=O)CCN1CCN(c2ccccc2)CC1,0.29
O=C1N(Nc2ccccc2)C(c2ccc(Br)cc2)C12CCCC2 (stereo unspecified),-0.5
O=c1cc(CSc2ccccn2)[nH]c(=O)[nH]1,-0.17
COCCCNc1ccnc2c(Cl)cccc12,0.41
CCOc1ncccc1C(=O)Oc1ccc2c(c1)OCO2,-0.95
CC(=O)N1CC=C2C(C#N)=C(N)C(C#N)(C#N)C(CCc3ccccc3)C2C1 (stereo unspecified),1.1
O=C(CN1CCOCC1)c1c[nH]c2ccccc12,-0.03
FC(F)(F)c1ccc(CN2C[C@@H]3C(c4ccc(Cl)nc4)C4(c5ccccc5)CC3(C4)[C@H]2c2ccccc2)cc1 (stereo partly specified),-0.47
CC1(C)CC[C@]2(CO)[C@@H](O)C[C@]3(C)C(=CCC4[C@@]5(C)CC[C@H](O)C(C)(C)C5CC[C@]43C)[C@@H]2C1 (stereo partly specified),1.7
COc1ccc(-n2nnnc2SCC(=O)Nc2ccccc2)cc1,-0.066
O=C(CCSc1nc(-c2ccco2)cc(C(F)(F)F)n1)N1CCN(c2ccccn2)CC1,-5.5*
COc1cc(OC)c2c(-c3ccccc3)cc(=O)oc2c1C(CC(=O)N1CCOCC1)c1ccc2c(c1)OCO2 (stereo unspecified),0.28
CC(C)(C)NC(=O)CN(Cc1cccs1)C(=O)CCC(=O)Nc1nccs1,0.058
CC(=O)Nc1sc2c(c1C(N)=O)CCCC2,-0.0072
CC(NC(=O)NC(N)=O)(C(F)(F)F)C(F)(F)F,0.38
CN(C)C(=O)CNC(=O)C1CCCCC1,-0.74
CSCCC(NC(=O)C1CCC(C)CC1)C(=O)NCc1ccco1 (stereo unspecified),1.2
O=C(Nc1ccccc1C(=O)N1CCCC1)c1ccccc1,-0.012
Cc1cc(=O)oc2ccc(OCC(=O)NCc3ccco3)cc12,0.18
COc1ccc(CSc2nnnn2C)cc1[N+](=O)[O-],0.97
COc1cc(NC(=O)C(C)Oc2ccccc2)c(C(=O)O)cc1OC (stereo unspecified),0.11
O=C(NCCc1cccs1)C1CC(c2ccccc2[N+](=O)[O-])=NO1 (stereo unspecified),0.46
C=CCN1CCN(C(c2ccc(Cl)cc2)c2nnnn2CCc2ccc(OC)c(OC)c2)CC1 (stereo unspecified),0.91
CCOC(=O)C1CCN(C(=O)Nc2ccc3c(c2)nc(C)n3C)CC1,-1.5
CCn1cc(C(=O)NCc2ccccc2OC)c(=O)c2cc(S(=O)(=O)N(C)C)ccc21,-0.057

# Grouped by structure: the compounds so far containing bromine (two)
SMILES,Cav3 T inh
Cc1cccc(-c2nnc3n2N=C(c2ccccc2Br)CS3)c1,-2.7
O=C1N(Nc2ccccc2)C(c2ccc(Br)cc2)C12CCCC2 (stereo unspecified),-0.5

# Later entries.
SMILES,Cav3 T inh
CCOC(=O)c1ccc(Oc2cc(C)nc(SC)n2)cc1,-1.4
N#CC1(C#N)C2=C(CCCC2)NC(c2ccccc2)C1(C#N)C#N (stereo unspecified),-1.3
N#CC1=C(N)Oc2n[nH]c(-c3ccccc3)c2C1c1cccc(OC(=O)N2CCOCC2)c1 (stereo unspecified),0.41
CCC(=O)Nc1c(C)ccc2nsnc12,0.35
CC(=O)CC(c1ccccc1)S(=O)(=O)c1ccc(C)cc1 (stereo unspecified),0.072
Clc1ccccc1CSc1nnc(-c2ccco2)c(-c2ccco2)n1,-4.6
CC1Cc2ccccc2N1S(=O)(=O)c1cccc(C(=O)NC2CC2)c1 (stereo unspecified),1.3
CN(C)C(=O)c1cc(S(=O)(=O)N(C)C)c(Cl)cc1N1CCCC1,-1.4
C#CCNc1nc(CC)nc2c1nnn2Cc1ccccc1F,-0.58
COc1ccc(N2C(=O)C(Cl)=C(N3CCCC(C)C3)C2=O)cc1 (stereo unspecified),-3
CCOC(=O)c1c(C)[nH]c(C(=O)CSc2ccc(Cl)cc2)c1C,-0.23
Cc1noc(/C=C/N(C)C)c1S(=O)(=O)N1CCCC(C(=O)N2CCCCC2)C1 (stereo unspecified),1.5
COc1ccc(-n2nnnc2SCC(=O)Nc2ccc3c(c2)OCCO3)cc1OC,0.11
O=C(CCn1nnc2ccccc21)Nc1nnc(COc2ccc(F)cc2)s1,-2
COc1ccc(N(C(=O)c2ccco2)C(C(=O)NC2CCCC2)c2ccc(N(C)C)cc2)cc1 (stereo unspecified),-3.5*
Cc1nn(C)cc1CNC(=O)c1cnn2c1NC(c1ccc(Br)cc1)CC2C(F)(F)F (stereo unspecified),-0.85
N#CC(C(=O)Nc1ccc(Cl)c(Cl)c1)=C1Nc2ccccc2N1,-0.0055
CCN(CC)S(=O)(=O)c1ccc2oc(C(=O)NCCCN3CCOCC3)c(C)c2c1,0.91
Cc1onc(-c2ccccc2)c1C(=O)Nc1ccccc1C#N,0.35
Cc1cc(/C=N/n2cnnc2)c(C)n1-c1ccc(OCc2ccccc2F)cc1,-1.1
C#Cc1ccc([C@H]2C=C(C(=O)N3CCN(Cc4ccc5c(c4)OCO5)CC3)O[C@@H](OCC)[C@@H]2CCCO)cc1,-1.1
Cc1nnc(NC(=O)CSc2nnc(C)n2Cc2ccccc2)s1,-0.39
O=C(OCc1ccc(Cl)cc1Cl)c1ccncc1,-1
COc1ccc(NC(=O)CN(c2cc(C)cc(C)c2)S(=O)(=O)c2c(C)n[nH]c2C)cc1,-0.46
Cn1c(=O)c2c(nc(CN3CCN(CCO)CC3)n2Cc2cccc3ccccc23)n(C)c1=O,0.27
CCN(CC)CCN1C(=O)C(O)=C(C(=O)c2ccc(C)o2)C1c1ccccn1 (stereo unspecified),-0.44
CCOC(=O)N1CCN(S(=O)(=O)c2cc(OCC)ccc2OCC)CC1,-0.68
Fc1ccccc1C(c1nnnn1Cc1ccc2c(c1)OCO2)N1CCN(Cc2ccccc2)CC1 (stereo unspecified),0.068
CC(C)OCCCNS(=O)(=O)c1ccc2ccccc2c1,-0.15
CCN1CCN(Cc2ccc(NC(=O)Nc3cccs3)cc2)CC1,0.6

# Part of the list above in another layout:
> COc1ccc(N2C(=O)C(Cl)=C(N3CCCC(C)C3)C2=O)cc1 (stereo unspecified)
  Cav3 T inh: -3
> Cc1cc(/C=N/n2cnnc2)c(C)n1-c1ccc(OCc2ccccc2F)cc1
  Cav3 T inh: -1.1
> N#CC1=C(N)Oc2n[nH]c(-c3ccccc3)c2C1c1cccc(OC(=O)N2CCOCC2)c1 (stereo unspecified)
  Cav3 T inh: 0.41
> Cc1nnc(NC(=O)CSc2nnc(C)n2Cc2ccccc2)s1
  Cav3 T inh: -0.39

# These rows are one share of the data; the hit share may differ from the screen's.
